A340 absorber: absorbance at 340 nm; 65,000 tested, under 10 active; AID 708; compound absorbance at 340 nm, fold over control; fold change at 10 µM;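 active = at 10 µM dose, initial 340 nm absorbance at least 2 fold that of control wells; inactive = change under 2 fold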;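 note: initial absorbance extrapolated from kinetic A340 decline of NADH oxidation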
Cathepsin G inh: cathepsin G (human) inhibition; purified enzyme, AMC-tetrapeptide fluorescence, pooled mixtures; P08311; AID 581; 0.2% of 62,000 active; inhibition, % at 5 µM (by protocol);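 active = inhibition above 20% in each of the two mixture wells holding the compound; inactive = inhibition of 20% or less in either well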;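 note: 0% = enzyme control without mixture and 100% = blank lacking enzyme; strong numbers were not always called active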
CatB inh: inhibitors of human cathepsin B; P07858; purified cathepsin B, fluorogenic substrate, fluorescence; inhibition, %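 (tested at 10 µM)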; 0.1% of 63,000 active; AID 453; in the data active = inhibition above about 21%;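 note: 0% = enzyme with no compound and 100% = no enzyme blank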
FXIa inh mix: inhibitors of human coagulation factor XIa, pooled mixtures | inhibition, % at 5 µM | purified FXIa, fluorogenic substrate | P03951 | 0.19% of 62,000 active;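 note: each value is inhibition by a whole ten-compound pool holding the compound; 0% = enzyme with no mixture and 100% = wells lacking enzyme; strong numbers were not always called active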
FXIIa mix inh: factor XIIa (human) inhibition, mixture screen. purified FXIIa, fluorogenic substrate, pooled mixtures. 0.2% of 62,000 active. P00748. inhibition, % at 5 µM;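 note: 0% = enzyme without compound and 100% = no enzyme blank; some results filed as inactive read as strong as hits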
CatB mix inh: inhibitors of human cathepsin B in compound mixtures | P07858 | Purified cathepsin B, AMC dipeptide fluorescence | inhibition, %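 (ten-compound pools at 5 µM per compound and 50 µM total)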 | 0.06% of 62,000 active; in the data active = inhibition above about 22%, passing the limit was not always enough; inconclusive = no clear call, values can overlap the other calls;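 note: 0% = enzyme without compound and 100% = no enzyme blank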
CatS block: human cathepsin S inhibition; P25774; recombinant cathepsin S, AMC dipeptide fluorescence, pooled mixtures; inhibition, %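 (tested at 5 µM per compound within 10-compound mixtures)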; 0.06% of 62,000 active; AID 501; in the data active = inhibition above about 32%, passing the limit was not always enough; inconclusive = no clear call, values can overlap the other calls;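 note: 0% = enzyme without compound and 100% = blank without enzyme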
CatL block: inhibitors of human cathepsin L; inhibition, %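 (tested at 10 µM)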; 0.17% of 58,000 active; P07711; purified cathepsin L, fluorogenic substrate, fluorescence; in the data active = inhibition above about 45%;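 note: 0% = enzyme with no compound and 100% = no enzyme blank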
Target sequence (P07711 114-288 limits assumed): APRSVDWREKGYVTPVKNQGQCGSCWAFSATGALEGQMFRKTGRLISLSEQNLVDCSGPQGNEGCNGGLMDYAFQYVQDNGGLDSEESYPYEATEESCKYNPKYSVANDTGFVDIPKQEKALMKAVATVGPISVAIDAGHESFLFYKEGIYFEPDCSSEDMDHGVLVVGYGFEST
Target sequence (P07711 292-333 limits assumed): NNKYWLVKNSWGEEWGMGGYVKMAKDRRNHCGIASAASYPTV
C1s inh: blocks human complement C1s protease activity. P09871. purified C1s, fluorogenic AMC substrate, pooled mixtures. mean inhibition % of two 10-compound mixtures (hits give high values), % at 5 µM (by protocol). 0.16% of 62,000 active;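 active = inhibition above 20% in each of the two 10-compound mixture wells holding the compound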;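 note: 0% = enzyme wells lacking compound mixture and 100% = no-enzyme blank wells; some compounds called inactive have numbers as strong as hits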
Target sequence (P09871 16-437 limits assumed): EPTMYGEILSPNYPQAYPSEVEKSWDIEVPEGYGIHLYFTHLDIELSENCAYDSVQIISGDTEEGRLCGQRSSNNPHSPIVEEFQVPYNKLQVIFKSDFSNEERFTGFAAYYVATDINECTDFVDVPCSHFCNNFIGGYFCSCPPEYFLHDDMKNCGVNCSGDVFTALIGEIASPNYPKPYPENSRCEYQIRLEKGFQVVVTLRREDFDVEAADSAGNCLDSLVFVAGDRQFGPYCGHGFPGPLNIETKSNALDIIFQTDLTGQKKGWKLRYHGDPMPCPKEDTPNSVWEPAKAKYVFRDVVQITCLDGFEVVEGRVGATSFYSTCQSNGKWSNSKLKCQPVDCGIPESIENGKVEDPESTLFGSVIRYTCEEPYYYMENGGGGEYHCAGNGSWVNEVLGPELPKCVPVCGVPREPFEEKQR
Target sequence (P09871 438-688 limits assumed): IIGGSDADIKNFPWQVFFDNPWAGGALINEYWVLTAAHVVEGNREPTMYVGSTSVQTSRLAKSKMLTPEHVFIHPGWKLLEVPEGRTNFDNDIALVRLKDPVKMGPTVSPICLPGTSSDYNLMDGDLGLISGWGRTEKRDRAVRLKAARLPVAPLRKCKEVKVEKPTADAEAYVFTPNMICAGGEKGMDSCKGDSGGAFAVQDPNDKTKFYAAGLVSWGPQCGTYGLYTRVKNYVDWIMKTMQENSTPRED
Active calls of the source: *; u = inconclusive; x = no result given. Cut-off read from the data, not from the text of the source, unless noted: active = inhibition above about 20% (passing the limit was not always enough); inactive = the rest. These rows are one share of the data; count on the stated rates, not on these rows.

The opening 5 compounds (preview)
item	structure	A340 absorber	Cathepsin G inh	CatB inh	FXIa inh mix	FXIIa mix inh
1	Cc1cc(-c2ccc(N3C(=O)CCC3=O)c(C)c2)ccc1N1C(=O)CCC1=O	1	-2	-7	4	7
2	Cc1ccc(C(C(=O)NC2CCCCC2)N(CC2CCCO2)C(=O)CNC(=O)c2ccco2)cc1 (stereo not given)	1	18	0	10	2
3	O=C(CN(C1CCCCC1)S(=O)(=O)c1ccccc1)NCc1cccnc1	0.98	21	1	13	-2
4	Cc1oc(-c2cccc(Cl)c2)nc1CN1CCC(C(=O)NCc2ccco2)CC1	1	-1	-3	-1	6
5	COc1ccc(-c2cnc(SCC(=O)Nc3cc(C)on3)n2Cc2ccco2)cc1	1	2	1	0	2

item	CatB mix inh	CatS block	CatL block	C1s inh
1	5	-6	-8	-2
2	4	0	10	15
3	12	19	7	12
4	2	0	-4	1
5	1	-13	-10	-37

Main list, previewed entries included:
item	structure	A340 absorber	Cathepsin G inh	CatB inh	FXIa inh mix	FXIIa mix inh
1	Cc1cc(-c2ccc(N3C(=O)CCC3=O)c(C)c2)ccc1N1C(=O)CCC1=O	1	-2	-7	4	7
2	Cc1ccc(C(C(=O)NC2CCCCC2)N(CC2CCCO2)C(=O)CNC(=O)c2ccco2)cc1 (stereo not given)	1	18	0	10	2
3	O=C(CN(C1CCCCC1)S(=O)(=O)c1ccccc1)NCc1cccnc1	0.98	21	1	13	-2
4	Cc1oc(-c2cccc(Cl)c2)nc1CN1CCC(C(=O)NCc2ccco2)CC1	1	-1	-3	-1	6
5	COc1ccc(-c2cnc(SCC(=O)Nc3cc(C)on3)n2Cc2ccco2)cc1	1	2	1	0	2
6	CCCN(CCC)S(=O)(=O)c1ccc(C(=O)Nc2nnc(CSC)o2)cc1	0.99	8	5	1	4
7	CCc1nc2sc3ccccc3c(=O)c2c(=O)n1Cc1ccco1	1	-5	7	-2	1
8	Cc1ccc(-n2c(CSc3nc(C)cc(C)n3)nnc2SCC(=O)NCc2ccco2)cc1	0.96	3	2	14	-18
9	Nc1ncnc2c1ncn2C1CCC(CO)C(O)C1 (stereo not given)	1.1	-2	-5	4	-2
10	CNc1oc(-c2cccs2)nc1C#N	1.1	5	4	2	4

item	CatB mix inh	CatS block	CatL block	C1s inh
1	5	-6	-8	-2
2	4	0	10	15
3	12	19	7	12
4	2	0	-4	1
5	1	-13	-10	-37
6	0	6	20	5
7	5	28	25	-4
8	-1	8	-2	-1
9	-1	11	-5	-14
10	1	8	-29	-26

(more compounds)
item	structure	A340 absorber	Cathepsin G inh	CatB inh	FXIa inh mix	FXIIa mix inh
11	CN1CCc2ccccc2C1C1CCNCC1 (stereo not given)	1	3	4	-10	3
12	CC(NC(=O)Nc1ccccn1)N1C(=O)C2C3C=CC(C3)C2C1=O (stereo not given)	0.97	7	4	8	13
13	O=C(O)CCC(=O)N1CCc2cc(S(=O)(=O)N3CCCCC3)ccc21	0.99	-1	-3	-6	3
14	Cc1cc(-c2ccc(F)cc2)nc2cc(C(N)=O)nn12	1	13	2	-4	-1
15	C[C@@H]1C[C@H](O)c2cc(Cl)ccc2N1	0.99	2	-4	8	7
16	CCOC(=O)c1c(NC(=O)c2cccs2)sc2c1CCCC2	1.1	-8	4	3	4
17	Cc1nn(-c2ccccc2)c(Oc2ccc(F)cc2)c1/C=N/n1cnnc1	0.99	-5	3	5	2
18	COc1ccc(C(=O)Nc2cc3c(cc2C#N)OCO3)cc1S(=O)(=O)N1CCN(C)CC1	1	-4	3	2	5
19	CCCCC(=O)Nc1cccc(NC(=O)c2ccc3c(c2)OCO3)c1	1.1	-13	-1	-13	3
20	COc1ccc(N2CCN(Cc3cc(=O)oc4cc(C)c(Cl)cc34)CC2)cc1	1.1	-2	5	-5	10

item	CatB mix inh	CatS block	CatL block	C1s inh
11	-2	-8	10	-44
12	1	-7	1	13
13	-4	11	6	-6
14	0	u	-11	-25
15	9	16	2	-2
16	0	-2	-21	-23
17	-1	1	-1	2
18	0	4	-3	-14
19	-4	-15	-3	-67
20	3	10	14	-6

Further results
item	structure	A340 absorber	Cathepsin G inh	CatB inh	FXIa inh mix	FXIIa mix inh
21	CCOC(=O)C1CCCN(Cc2nc(N)nc(Nc3ccc(C)cc3)n2)C1 (stereo not given)	1	0	1	-2	0
22	CC(=O)n1c2ccccc2c2nc(NC(C)C)sc21	1	1	-1	6	5
23	Cn1c(Cc2ccc3c(c2)OCO3)nnc1SCC(=O)N1CCc2ccccc2C1	0.98	-13	2	-1	10
24	COC(=O)Cn1c(CCS(=O)(=O)c2ccc(C)cc2)nc2ccccc21	0.96	6	1	1	3
25	O=C(CN1CCN(Cc2ccc3c(c2)OCO3)CC1)Nc1ccc2c(c1)OCCO2	1	4	3	1	0
26	Cn1c(=O)c2c(ncn2Cc2cccc(Cl)c2)n(C)c1=O	1	9	4	5	14
27	CCC1(c2ccc(F)cc2)NC(=O)N(CC(=O)N2CCOCC2)C1=O (stereo not given)	1	9	3	8	-2
28	CCOc1cc(/C=C(/C#N)c2ccc(F)cc2)ccc1OCc1ccc(C(=O)O)o1	1.2	10	7	11	-11
29	CCC(C)(C(=O)NC1CCCCC1)N(C)C(=O)c1ccccn1 (stereo not given)	1.1	-12	-1	2	-1
30	COc1ccc(S(=O)(=O)N(C)CC(=O)Nc2ccc3c(c2)OCO3)cc1OC	1	11	4	6	9

item	CatB mix inh	CatS block	CatL block	C1s inh
21	8	3	-2	-42
22	6	2	3	-9
23	6	19	x	11
24	-7	-10	-10	-13
25	10	7	7	9
26	4	-3	-8	11
27	6	-7	3	13
28	3	2	15	3
29	-10	-2	6	-64
30	3	7	21	8

More results follow:
item	structure	A340 absorber	Cathepsin G inh	CatB inh	FXIa inh mix	FXIIa mix inh
31	CCNc1nc(SCCOc2ccccc2)nc(N(C)C)n1	1	7	5	8	6
32	Cc1ccc2nc3c(cc2c1)CN(Cc1ccco1)C(=NCC1CCCO1)S3 (stereo not given)	1	22	2	38	3
33	COc1cc(Nc2cc(C)nc3nc(C)nn23)cc(OC)c1OC	1	2	-1	-3	5
34	COc1cccc(OCCSc2nnc3sc4ccccc4n23)c1	0.99	7	1	-1	2
35	CS(=O)(=O)NC1c2cccc3cccc(c23)C1N1CCOCC1 (stereo not given)	1	0	-2	-8	8
36	O=C(CSc1nnc(-c2cccnc2)n1C1CCCCC1)NC1CCCCC1	1	4	4	8	-1
37	O=C(O)c1cc(NCc2cccs2)ccc1N1CCOCC1	1	-8	-6	-5	3
38	CN(C)C(=O)CSc1nnc(CCN)o1	1	1	-2	12	-9
39	CCCc1cc(=O)[nH]c(SCC(=O)N(CC)Cc2ccccc2)n1	1	0	8	2	1
40	CS(=O)(=O)N(CC(=O)NCc1ccncc1)Cc1ccc(Cl)cc1	0.99	11	2	5	-13

item	CatB mix inh	CatS block	CatL block	C1s inh
31	4	-2	12	3
32	0	10	12	18
33	-1	-2	x	-6
34	-9	-19	-3	3
35	5	16	15	-31
36	3	13	14	-2
37	1	-14	-8	-38
38	-3	-3	-3	5
39	3	11	x	-8
40	5	-12	0	12

Later entries
item	structure	A340 absorber	Cathepsin G inh	CatB inh	FXIa inh mix	FXIIa mix inh
41	Cc1ccccc1-c1nc2cc(N)ccc2o1	1	7	6	-1	4
42	CCOC(=O)C1=C(C)C(c2ccc(OC)cc2OC)NC(=O)N1 (stereo not given)	1	4	-2	5	-2
43	CC(C)N1C(=O)CCC1C(=O)N1CCCc2ccccc21 (stereo not given)	1	1	1	4	5
44	CCOC(=O)N1CCC(Nc2c(-c3ccc(C)c(C)c3)c(=O)c2=O)CC1	1.1	5	3	-1	5
45	CCCCOc1ccc(CN2CCCCC2)cc1	1	3	-3	8	5
46	CCCCn1c(CCNC(=O)CC)nc2ccccc21	1	-4	-6	0	-15
47	Cc1nn(-c2nc3ccccc3[nH]2)c(N)c1-c1ccccc1	1	-3	-4	2	2
48	Cc1ccc(S(=O)(=O)N2CCN(C(=O)N3CCOCC3)C2c2ccc(N(C)C)cc2)cc1 (stereo not given)	1.1	8	-3	-2	0
49	CCOC(=O)C(NC(=O)c1ccc(F)cc1)(Nc1nnc(C)s1)C(F)(F)F (stereo not given)	0.99	9	5	5	4
50	O=C(NCC1COc2ccccc2O1)C1C2C=CC3(CN(Cc4ccccc4Cl)C(=O)C13)O2 (stereo not given)	1	8	1	9	2

item	CatB mix inh	CatS block	CatL block	C1s inh
41	4	-7	-5	38
42	7	23	22	2
43	6	-1	-2	-7
44	1	-3	5	-13
45	0	35	-1	5
46	-3	-6	-7	-16
47	3	0	-1	-2
48	-10	5	15	1
49	0	5	10	13
50	2	-2	-10	6

Four of the entries above in order of their number in CatB inh, ascending:
item	structure	A340 absorber	Cathepsin G inh	CatB inh	FXIa inh mix	FXIIa mix inh
9	Nc1ncnc2c1ncn2C1CCC(CO)C(O)C1 (stereo not given)	1.1	-2	-5	4	-2
36	O=C(CSc1nnc(-c2cccnc2)n1C1CCCCC1)NC1CCCCC1	1	4	4	8	-1
20	COc1ccc(N2CCN(Cc3cc(=O)oc4cc(C)c(Cl)cc34)CC2)cc1	1.1	-2	5	-5	10
7	CCc1nc2sc3ccccc3c(=O)c2c(=O)n1Cc1ccco1	1	-5	7	-2	1

item	CatB mix inh	CatS block	CatL block	C1s inh
9	-1	11	-5	-14
36	3	13	14	-2
20	3	10	14	-6
7	5	28	25	-4

(listing goes on)
item	structure	A340 absorber	Cathepsin G inh	CatB inh	FXIa inh mix	FXIIa mix inh
51	Cc1ccc(S(=O)(=O)NCc2ccco2)cc1C	1	-14	1	1	12
52	O=S(=O)(c1ccc(Cl)c(Cl)c1)N1CCc2nc3ccccc3n2CC1	0.99	9	3	7	-2
53	Cn1c(=O)c2c(nc(NCCNC(=O)c3ccco3)n2Cc2ccc(Cl)cc2Cl)n(C)c1=O	1	6	2	0	-3
54	O=C(NC12CC3CC(CC(C3)C1)C2)c1cncc(O)c1	1	-1	-6	5	-1
55	COCc1c(C(=O)OCC(=O)N2c3ccccc3CC2C)oc2ccccc12 (stereo not given)	1	4	6	-4	3
56	C=CCNc1sc(C(=O)c2cccs2)c(N)c1C#N	1.1	11	1	4	11
57	COc1ccc(N2CCC(CNC(=O)Nc3ccc(C)c(C)c3)C2)cc1 (stereo not given)	1	7	41*	0	0
58	NCCCCCc1nnc(SCc2ccccc2Cl)o1	1	9	-2	5	3
59	COc1ccc2c(c1)C1(C)CC(C)(C)N2C(=O)N1c1ccccc1 (stereo not given)	0.98	10	3	12	-21
60	COC(=O)[C@@H](NC(=O)NC1CCCc2ccccc21)C(C)C (stereo not given in full)	1.1	-7	-1	-4	-17

item	CatB mix inh	CatS block	CatL block	C1s inh
51	0	-6	0	-21
52	2	0	x	4
53	3	1	6	-3
54	4	-6	-1	3
55	0	-8	12	-17
56	3	-7	-2	13
57	1	4	-4	-7
58	1	-7	5	15
59	-1	11	-10	-54
60	-3	2	3	-35

Next records follow.
item	structure	A340 absorber	Cathepsin G inh	CatB inh	FXIa inh mix	FXIIa mix inh
61	N#Cc1cccc(-c2nnc(SCc3ccccc3C#N)o2)c1	1	-8	-1	-8	5
62	CC(OC(=O)c1cccs1)C(=O)NCc1ccco1 (stereo not given)	1	11	1	5	8
63	CCOC(=O)c1nn(-c2ccc3c(c2)CCN3C(C)=O)cc1O	1.1	-10	-5	-3	6
64	CC1CCCCC1NC(=O)Cn1nnc(-c2ccc(Cl)cc2)n1 (stereo not given)	0.98	-3	12	-5	-20
65	Cc1cc2nc3c(c(=O)n2[nH]1)CCCC3	1	-1	-1	3	8
66	O=C(NCCc1ccccc1)c1ccc(Br)o1	1	9	3	6	-1
67	CCOC(=O)N1CCC(NC(=O)Cn2ncn3c(cc4sc(CC)cc43)c2=O)CC1	0.99	9	0	-3	-6

item	CatB mix inh	CatS block	CatL block	C1s inh
61	-5	-3	14	-29
62	-1	0	19	17
63	-9	-4	-34	-47
64	3	15	2	-21
65	-4	-4	-6	-1
66	-1	0	22	8
67	0	3	14	0

Compound activity (PubChem)
